MC4R barr agon – activates human MC4R beta-arrestin recruitment. activation, % at 8.9 µM. P32245. 360,000 compounds, 0.98% hits. U2OS MC4R beta-arrestin complementation, luminescence; percent of melanotan II response, DMSO zero;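 active = activation above a per-plate cutoff, the mean activation of sample wells on that plate plus 3 SD, cut at about 8% in these data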
Target sequence (P32245 whole entry, looked up): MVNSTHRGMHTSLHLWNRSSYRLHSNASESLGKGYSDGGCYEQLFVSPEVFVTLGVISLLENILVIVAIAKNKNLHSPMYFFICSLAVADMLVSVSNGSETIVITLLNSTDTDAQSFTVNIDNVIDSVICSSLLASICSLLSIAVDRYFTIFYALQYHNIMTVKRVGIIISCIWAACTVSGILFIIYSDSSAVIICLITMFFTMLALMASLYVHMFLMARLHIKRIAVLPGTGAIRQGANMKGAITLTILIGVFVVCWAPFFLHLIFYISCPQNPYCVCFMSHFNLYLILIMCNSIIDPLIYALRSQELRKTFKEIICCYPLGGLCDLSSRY
ABHD5-PLIN5 inh – ABHD5-PLIN5 protein interaction inhibition; Q00G26+Q8WTS1; Split G. princeps luciferase complementation, luminescence, 4 h; AID 602281; inhibition, % at 4 µM; 360,000 compounds, 0.78% hits;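 active = inhibition above the mean inhibition across every tested compound plus 3 SD, cut at about 22% in these data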;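 also: 0% = DMSO only wells and the 100% control is not disclosed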
CaV13 ICDI inh – Primary screen for inhibitors of IQ motif and Ca2+-dependent inactivation inhibitor domain binding in CACNA1D, Förster resonance energy transfer in living cells, …; inhibition, % at 12.3 µM; HEK cells, CFP/YFP FRET ICDI-IQ, plate reader, 10 min; percent FRET-ratio fall versus neutral wells; 340,000 compounds, 0.098% hits; AID 743397;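 active = mean replicate inhibition of at least 30% and at least 1% of replicates passing that level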;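 also: 0% = median of the neutral control wells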
Glyco luc inh – N-linked glycosylation inhibition | D54 ERlucT glycosylation luciferase reporter, 24 h; percent of 100 nM tunicamycin response | reporter increase, % at 12.5 µM | 360,000 compounds, 0.23% hits | AID 588692;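 active = mean luciferase reporter signal, scaled so untreated is 0 and the glycosylation-blocking control 100, at or above a set limit in every replicate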;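 also: luciferase carries N-glycosylation sites so blocking glycosylation raises the light; 0% = median of neutral control wells and 100% = median of 100 nM tunicamycin wells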
ABCB6 inh MLPCN – inhibitors of human ABC transporter ABCB6; 360,000 compounds, 0.19% hits; Q9NP58; K562-ABCB6 porphyrin accumulation, flow cytometry, 1 h; stronger effect = lower value; fluorescence ratio to DMSO, % at 10 µM; AID 602162;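 active = fluorescence ratio to DMSO below 75%, the collection mean minus 3 SD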;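 also: signal is porphyrin accumulated inside mitochondria; 100% equals median channel fluorescence of DMSO control wells; lower ratio means ABCB6 inhibition with less porphyrin fluorescence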
Cardio protect – protects H9c2 cardiomyocytes from peroxide injury. H2O2 injury protection, ATPLite, 2 h. protection from H2O2 cell death, % at 20 µM. 360,000 compounds, 0.63% hits. AID 588492;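 active = compounds giving at least 50% protection of heart cells from peroxide-induced death in the single-dose screen, raw or plate-pattern-corrected value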;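 also: 0% = DMSO wells with peroxide and 100% = DMSO wells without peroxide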
Granule exo inh – lytic granule exocytosis inhibition. inhibition, % at 10 µM. AID 651702. 360,000 compounds, 0.66% hits. TALL-104 LAMP-1 surface exposure, flow cytometry; cells stimulated with thapsigargin and PMA;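 active = inhibition above about 55%, limit read from the data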
MC4R antagonist – antagonists of human melanocortin 4 receptor (MC4R); 360,000 compounds, 0.48% hits; MC4R-expressing cells, MTII-stimulated cAMP, LANCE TR-FRET; AID 540295; inhibition, % at 6.5 µM;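 active = inhibition above its plate's cutoff, the mean of tested wells on that plate plus 3 SD, cut at about 29% in these data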;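 also: 0% = Melanotan II alone and 100% = Melanotan II plus saturating MCL0020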
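material = U2OS cells stably expressing human melanocortin 4 receptor (MC4R) | also added = Melanotan II challenge | dosing = single nominal compound dose of 6.5 µM | detection = TR-FRET with Eu-cAMP and labeled anti-cAMP, 671 nm | replication = singlicate | timing = compound 30 min, challenge 1 h, detection 1 h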
PDI turbidity – PDI (human) enzyme inhibition; P07237; PDI insulin aggregation turbidity, A650, 90 min; inhibition, % at 10 µM; 350,000 compounds, 0.052% hits;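 active = mean inhibition across replicates of 30% or more, whatever share of single replicates reach that level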;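 also: absorbance from insulin aggregation driven by PDI reduction with DTT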
Target sequence (P07237 whole entry, looked up): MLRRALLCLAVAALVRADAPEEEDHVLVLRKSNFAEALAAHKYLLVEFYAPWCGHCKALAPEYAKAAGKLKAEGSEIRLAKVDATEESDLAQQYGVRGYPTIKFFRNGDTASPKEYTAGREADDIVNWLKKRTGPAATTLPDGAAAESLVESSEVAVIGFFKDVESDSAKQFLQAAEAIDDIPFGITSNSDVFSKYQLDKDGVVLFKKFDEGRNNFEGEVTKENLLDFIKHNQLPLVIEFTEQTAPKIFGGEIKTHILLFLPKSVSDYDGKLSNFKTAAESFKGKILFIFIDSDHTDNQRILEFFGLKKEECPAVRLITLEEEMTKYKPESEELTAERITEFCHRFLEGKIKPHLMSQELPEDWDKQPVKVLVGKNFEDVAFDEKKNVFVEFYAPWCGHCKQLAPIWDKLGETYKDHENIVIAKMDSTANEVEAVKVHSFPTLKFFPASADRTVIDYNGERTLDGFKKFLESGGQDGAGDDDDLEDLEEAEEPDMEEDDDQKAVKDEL
m5-HT2A agonist – agonists of mouse serotonin 5-HT2A receptor (HTR2A) | CHO-K1 mHTR2A beta-arrestin complementation, luminescence; percent of 30 µM serotonin response | activation, % at 7.6 µM | 360,000 compounds, 0.66% hits | AID 624169;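 active = activation above a run cutoff, the mean activation of all tested compounds plus 3 SD, cut at about 14% in these data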;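 also: 0% = plate median of compound wells and 100% = 30 µM serotonin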
The depositor's hits bear a star; . = not tested or not shown. Random draw from the library. About 4.2% of those tested had a hit in this group.

SMILES	MC4R barr agon	ABHD5-PLIN5 inh	CaV13 ICDI inh	Glyco luc inh	ABCB6 inh MLPCN	Cardio protect	Granule exo inh	MC4R antagonist	PDI turbidity	m5-HT2A agonist
O=C(c1ccccc1)N1N=C(c2ccccc2)CC1c1ccccc1 (stereo unspecified)	3.5	4	-20	-5	98	-5	-5	3	0	0
CCCCOc1ccc(-c2cnc3ccccc3n2)cc1	0.7	-1	-6	-20	95	-18	1	-1	0	1
COc1cc(NC(=O)Cn2c(-c3cncs3)nc3ccccc32)cc(OC)c1OC	2.4	-2	-8	16	98	8	1	4	3	8
Cc1cc(C(=O)NNC(=O)c2ccc(Cl)cc2)no1	-1.6	1	-5	1	105	5	-7	0	-4	4
C[C@@H]1CN([C@@H](C)CO)C(=O)c2cc(Br)cnc2O[C@H]1CN(C)C(=O)c1ccccc1F	-2.6	7	-12	3	101	6	-3	12	-7	-4
COC(=O)c1ccc(NC(=O)C(=O)N2CCN(C(=S)Nc3cccc(C)c3C)CC2)cc1	-1.2	-5	-5	-1	90	0	6	2	3	1
Cc1ccc(-n2c(=O)[nH]c3c(C(N)=O)nc(-c4ccc(C)o4)nc32)cc1	7.3	2	.	0	104	3	5	9	1	4
Cc1c(Cl)ccc2c(C(O)CBr)cc(-c3ccccc3)nc12 (stereo unspecified)	1.4	-10	-6	6	97	-17	64*	13	-3	6
CCCc1nnc2n1N=C(c1ccc(OC)c(OC)c1)CS2	-2.4	4	-8	4	105	21	-4	-21	4	3
C#CCSc1nnnn1-c1cccc(Cl)c1	-2.5	-3	-18	0	98	0	-13	17	8	2
CC(=O)c1cccc(Nc2cc(C)nc3ccc(C)cc23)c1	2.9	7	-5	12	95	7	19	13	-2	-3
CCOC(=O)c1nn(-c2ccccc2)c(=O)cc1OCC(=O)Nc1cc(C)ccc1OC	-0.3	-2	-6	0	97	9	8	2	-7	-2
C=CCN(Cc1cccs1)C(=O)COc1ccc2c(c1)OCO2	-1.4	3	-13	0	84	-4	-5	2	-2	-11
C[N+](C)(C)CCN1C(=O)c2ccccc2C1=O	.	-4	-6	.	100	.	7	.	.	9
CCOc1cc2[nH]c(=S)n(CCC(=O)NCc3ccc(OC)cc3)c(=O)c2cc1OCC	-1.8	-1	-4	1	97	2	5	12	-1	0
COc1ccc(N2CCN(Cc3cc(=O)oc4cc(C)c(Cl)cc34)CC2)cc1	-0.3	0	-1	0	88	10	0	6	-1	8
COc1cc([N+](=O)[O-])ccc1NC(=O)NNC(=O)CCc1ccccc1	-2.5	4	.	1	98	1	5	-3	-11	1
Cc1ccc(SCc2[nH]nc3c2C2(C(=O)N(C)c4ccccc42)C(C#N)=C(N)O3)cc1 (stereo unspecified)	0.3	3	0	1	93	-9	1	15	5	1
Cn1c(C2CC(=O)N(Cc3ccccc3)C2)nc2ccccc21 (stereo unspecified)	-0.1	0	-3	0	97	8	-5	8	.	9
CC(NC(=O)C1CCN(C(=O)Nc2ccccc2)CC1)c1ccccc1 (stereo unspecified)	0.6	3	-16	4	103	4	1	15	0	-16
Cc1cccc(NC(=O)c2cccc(C(F)(F)F)c2)c1	0.4	-4	-6	0	101	6	1	-3	4	6
O=C(CCOc1ccccc1)Nc1ccnn1C1CCN(Cc2ccc(CO)o2)CC1	-0.7	-5	-7	3	97	-4	1	6	2	-4
Clc1cc2c(cc1/C=N/Nc1nc(N3CCOCC3)nc(N3CCOCC3)n1)OCO2	-2.9	-10	3	2	94	27	1	-3	2	0
Cn1c2ccccc2c2nnc(SCCN3CCOCC3)nc21	-0.2	13	-20	1	101	8	-5	7	-4	-13
Cc1ccc(C(=O)Nc2cccnc2Cl)cc1Cl	-0.6	8	-10	2	98	3	-4	5	0	11

Arranged by the number under MC4R antagonist (ascending): 4 of the compounds above
smiles	MC4R antagonist
COc1cc([N+](=O)[O-])ccc1NC(=O)NNC(=O)CCc1ccccc1	-3
C=CCN(Cc1cccs1)C(=O)COc1ccc2c(c1)OCO2	2
Cc1ccc(C(=O)Nc2cccnc2Cl)cc1Cl	5
Cc1c(Cl)ccc2c(C(O)CBr)cc(-c3ccccc3)nc12 (stereo unspecified)	13

(next part)
SMILES	MC4R barr agon	ABHD5-PLIN5 inh	CaV13 ICDI inh	Glyco luc inh	ABCB6 inh MLPCN	Cardio protect	Granule exo inh	MC4R antagonist	PDI turbidity	m5-HT2A agonist
CCOC(=O)c1oc2nc(C(C)C)c3c(c2c1N)CC(C)(C)OC3	-0.5	0	-5	-1	90	-2	-1	5	0	-2
Cc1ccc2c(CN3CCOCC3)cc(=O)oc2c1C	0.1	3	-2	2	101	2	-8	7	-13	-5
O=C(NCCCc1ccccc1)C(=O)c1c[nH]c2ccccc12	-0.1	-13	-14	1	95	-12	-2	-7	-3	4
CC(=O)Nc1ccc(S(=O)(=O)Nc2cccc(-c3cn4cccnc4n3)c2)cc1	2.5	0	-6	2	97	6	0	1	-4	0
Cn1cc(Br)c(C(=O)NNC(=O)Nc2ccccc2C(F)(F)F)n1	-1.3	6	8	1	95	3	-2	-1	-3	-1
CCOC(=O)C(CC)n1cnc2sc3c(c2c1=O)CCC3 (stereo unspecified)	-1.1	-3	.	2	97	7	-3	17	-8	1
CCOC(=O)Cc1[nH]nc2c1C(c1cccc(OC)c1OC)C(C#N)=C(N)O2 (stereo unspecified)	-2.1	-3	-4	-1	90	3	-3	3	7	3
CC(C)(C)C1=C(C#N)C(c2ccc3c(c2)OCO3)C(C#N)=C(N)O1 (stereo unspecified)	-0.4	3	.	2	100	-4	8	4	-14	4
Cc1ccc(Oc2ccc(S(=O)(=O)N3CCOCC3)cc2C(N)=O)cc1C	-0.5	5	.	7	94	-6	5	2	3	4
Cc1ccc(C)c(OCc2ccc(C(=O)NN)o2)c1	15*	6	-5	2	84	-2	-1	5	-7	5
Cc1ccc(NC(=O)c2cc3c(s2)CCC3)cc1S(=O)(=O)N1CCOCC1	-1.7	-6	-5	-5	93	3	24	-1	1	-2
COc1ccc(OC)c(NC(=O)CSc2nnc(Cn3c(=O)sc4ccccc43)n2C)c1	0.0	-14	-3	1	103	-8	3	6	.	0
O=C(c1cccs1)N1CCN(c2ccc(F)cc2)CC1	-2.1	0	.	-1	118	-2	0	0	-10	2
CC1Cc2ccccc2N1C(=O)Cn1cc([N+](=O)[O-])cn1 (stereo unspecified)	-1.8	4	-1	1	98	8	-2	-4	-10	-2
CCOC(=O)Cc1csc(NC(=O)CCCc2ccccc2)n1	-2.0	-2	-1	0	98	7	1	1	5	-2
O=C(Nc1ccccc1C(=O)NC(Cc1c[nH]c2ccccc12)C(=O)O)c1ccccc1 (stereo unspecified)	-0.3	0	-14	1	96	0	-2	1	11	-2
COc1cccc(CNC(=O)CSCC(=O)Nc2ccc(C)cc2)c1	-2.2	-8	-4	0	89	-4	-3	-2	-9	-9
CC(=O)c1ccc(S(=O)(=O)N2CCN(CCOc3ccccc3)CC2)cc1	-2.0	-9	-5	-1	89	-4	8	-8	13	5
O=C(CCCN1C(=O)/C(=C/c2ccc(F)cc2)SC1=S)NCCCn1ccnc1	-2.1	-3	-2	-2	100	-18	52	2	-10	1
O=C(Nc1ccc(Cl)cc1)c1ccc2c(c1)S(=O)(=O)c1ccccc1C2=O	-0.1	-1	-10	0	92	-8	-4	13	-3	4
CC1Sc2ccc(S(=O)(=O)CCC(=O)NCc3ccccc3Cl)cc2NC1=O (stereo unspecified)	-1.5	-13	.	0	93	2	-4	0	-8	-3
Cc1ccc(SCC(=O)NC(=O)NCc2ccco2)c(C)c1	-1.4	1	-9	1	99	6	1	-5	0	12
O=C(N/N=C/c1cccs1)c1c[nH]c2ccccc12	0.6	10	-2	-3	99	-3	6	6	0	-4
Brc1c(OCCOCCn2cncn2)ccc2ccccc12	1.1	8	-4	2	95	-6	0	6	4	-8
CC1CCC(NS(=O)(=O)c2ccc(Cl)s2)CC1 (stereo unspecified)	3.5	-5	-6	1	95	-15	0	3	-1	7
CCCC(C(=O)NC(C)(C)C)N(C(=O)c1snc(C(N)=O)c1N)c1ccc2c(c1)OCCO2 (stereo unspecified)	-1.4	2	2	-7	97	3	-3	0	-6	-3
N#CC1=C(N)Oc2n[nH]c(-c3cccs3)c2C1c1ccsc1 (stereo unspecified)	0.4	-33	-5	-2	99	14	0	11	4	-5
COc1cccc(CN(C)C(=O)c2cccc(NC(=O)CC3SC(N4CCCCC4)=NC3=O)c2)c1OC (stereo unspecified)	-1.2	5	-7	1	98	21	-3	0	5	-3

Compound profiles, from the list above. Order of screens: MC4R barr agon	ABHD5-PLIN5 inh	CaV13 ICDI inh	Glyco luc inh	ABCB6 inh MLPCN	Cardio protect	Granule exo inh	MC4R antagonist	PDI turbidity	m5-HT2A agonist
Results for CCOC(=O)C(CC)n1cnc2sc3c(c2c1=O)CCC3 (stereo unspecified) → -1.1	-3	.	2	97	7	-3	17	-8	1
Results for N#CC1=C(N)Oc2n[nH]c(-c3cccs3)c2C1c1ccsc1 (stereo unspecified) → 0.4	-33	-5	-2	99	14	0	11	4	-5
Results for CCOC(=O)Cc1[nH]nc2c1C(c1cccc(OC)c1OC)C(C#N)=C(N)O2 (stereo unspecified) → -2.1	-3	-4	-1	90	3	-3	3	7	3
Results for CC(=O)Nc1ccc(S(=O)(=O)Nc2cccc(-c3cn4cccnc4n3)c2)cc1 → 2.5	0	-6	2	97	6	0	1	-4	0
Results for Cc1ccc2c(CN3CCOCC3)cc(=O)oc2c1C → 0.1	3	-2	2	101	2	-8	7	-13	-5

Screening results (PubChem BioAssay)
